Source: PubChem BioAssay (Sanford-Burnham Center for Chemical Genomics)
XBP1 UPR activ = adaptive UPR (XBP1) activation; CHO-XBP1 luciferase reporter, IRE1-XBP1 UPR activation, luminescence; percent of tunicamycin response, DMSO as zero; activation, % at 20 µM; 330,000 tested, 0.33% active; AID 463104;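 active = versus positive control, 20 µM dose yields 30% or more activation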;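 also: 100% = tunicamycin at 10 µg/mL and 0% = DMSO only wells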
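Material: IRE1-XBP1 luciferase reporter CHO line / Quantity: one thousand reporter cells per well / Buffer or medium: F12 with 10% serum / Compound: 20 µM single concentration, DMSO 1% / Times: 6 h treatment, 37 °C / Detection: Steady-Glo luciferase glow luminescence, 10 min after reagent addition / Benchmarks: tunicamycin high, DMSO low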
697 NFkB inh = lowers PMA/ionomycin-induced NF-kB signal in 697 B cells. 697 B-cell NF-kB luciferase reporter, 16 h. inhibition, % at 4 µM. 330,000 tested, 0.33% active. AID 435022; in the data active = inhibition above about 35%
Mdm2 MdmX PPI = human Mdm2/MdmX binding inhibition. inhibition, % at 8 µM. SaOS-2 split-luciferase Mdm2/MdmX complementation, luminescence. 330,000 tested, 3% active. O15151+Q00987;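 active = inhibition of at least 50% at 8 µM in the primary screen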
Target sequence (O15151 whole entry, looked up): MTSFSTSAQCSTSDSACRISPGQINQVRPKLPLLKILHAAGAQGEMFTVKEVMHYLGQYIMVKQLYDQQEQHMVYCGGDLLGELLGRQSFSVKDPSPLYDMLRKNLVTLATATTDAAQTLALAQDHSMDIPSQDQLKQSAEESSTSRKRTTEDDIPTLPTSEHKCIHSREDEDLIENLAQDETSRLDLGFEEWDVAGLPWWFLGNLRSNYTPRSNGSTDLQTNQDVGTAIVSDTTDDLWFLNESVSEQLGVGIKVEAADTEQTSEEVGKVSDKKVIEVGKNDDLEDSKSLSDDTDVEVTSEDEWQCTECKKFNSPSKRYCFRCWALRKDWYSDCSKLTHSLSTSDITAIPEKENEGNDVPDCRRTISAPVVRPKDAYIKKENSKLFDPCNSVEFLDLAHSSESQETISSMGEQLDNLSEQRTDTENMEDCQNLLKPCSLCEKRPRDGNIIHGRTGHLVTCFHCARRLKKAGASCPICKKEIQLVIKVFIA
Target sequence (Q00987 whole entry, looked up): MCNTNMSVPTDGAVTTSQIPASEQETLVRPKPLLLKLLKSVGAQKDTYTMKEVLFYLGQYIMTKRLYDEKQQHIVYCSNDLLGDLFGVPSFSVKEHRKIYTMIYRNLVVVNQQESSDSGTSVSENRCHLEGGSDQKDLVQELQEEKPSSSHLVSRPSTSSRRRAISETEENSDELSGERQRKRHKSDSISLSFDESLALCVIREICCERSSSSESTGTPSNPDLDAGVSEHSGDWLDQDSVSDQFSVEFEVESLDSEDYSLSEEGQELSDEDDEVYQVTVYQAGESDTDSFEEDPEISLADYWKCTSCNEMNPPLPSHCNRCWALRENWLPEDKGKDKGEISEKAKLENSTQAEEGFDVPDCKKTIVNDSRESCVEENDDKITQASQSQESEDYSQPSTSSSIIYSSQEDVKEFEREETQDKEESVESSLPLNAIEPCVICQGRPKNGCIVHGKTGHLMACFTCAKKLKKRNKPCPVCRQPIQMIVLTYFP
Jurkat NFkB inh = inhibitors of the PMA/ionomycin-induced NF-kB reporter in Jurkat cells. PMA/ionomycin-induced NF-kB luciferase reporter, luminescence. inhibition, % at 4 µM. 330,000 tested, 0.53% active; in the data active = inhibition above about 50%
tim23-1 inh = tim23-1 yeast growth inhibition. S. cerevisiae tim23-1 growth, BacTiter-Glo luminescence, 24 h. inhibition, % at 20 µM. 330,000 tested, 1.3% active. AID 463212;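 active = growth inhibition of the mutant yeast at or above 50%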;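 also: temperature-sensitive mutant grown at 25 °C; plate controls were DMSO-treated mutant yeast for no effect and medium wells lacking yeast for full effect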
APJ antagonist = blocks the human apelin receptor APJ; inhibition, % at 20 µM; P35414; AID 2521; CHO-K1 APJ beta-arrestin complementation, luminescence; 330,000 tested, 0.32% active;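 active = inhibition above about 40% at 20 µM, limit read from the data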;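 also: cells challenged with 10 nM apelin-13 agonist together with compound; plate controls were apelin-13 plus DMSO wells for no effect and DMSO wells lacking apelin-13 for full effect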
CHOP UPR activ = apoptotic UPR (CHOP) activation; 330,000 tested, 0.34% active; CHO-CHOP luciferase reporter, luminescence; percent of tunicamycin response over DMSO baseline; activation, % at 10 µM; AID 449763;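 active = at 10 µM dose, activation of 40% or more, normalized to positive control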;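 also: 100% = tunicamycin at 10 µg/mL and 0% = DMSO alone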
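Evaluation: % reporter activation, DMSO baseline versus tunicamycin full activation; System: CHO-CHOP luciferase reporter cell line; Input: 500 cells/well; Incubation: 6 h compound treatment, 37 °C; Measured by: Steady-Glo luciferase luminescence; Dosing: one dose, 10 µM in 0.5% DMSO; Buffer or medium: F12 medium, 10% FBS; Benchmarks: positive tunicamycin 10 µg/mL, negative DMSO alone.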
APJ ag = APJ receptor agonism; CHO-K1 APJ PathHunter beta-arrestin, luminescence; 0% DMSO wells, 100% apelin; 330,000 tested, 0.11% active; AID 2520; activation, % at 20 µM; P35414;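 active = activation more than six SD over the plate average, tested at 20 µM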;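 also: 0% = DMSO alone and 100% = apelin-13 at 10 nM; some results filed as inactive read as strong as hits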
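Test system: CHO-K1 APJ beta-arrestin complementation cell line | Compound: Single test compound dose, 20 µM final, 1% DMSO | Incubation: Compound 90 min 25 °C, reagent 1 h | Measured by: beta-gal luminescence | Read-out basis: APJ–arrestin association signal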
Starred values were filed as active, the others as inactive.

SMILES | XBP1 UPR activ | 697 NFkB inh | Mdm2 MdmX PPI | Jurkat NFkB inh | tim23-1 inh | APJ antagonist | CHOP UPR activ | APJ ag
Cc1ccccc1NC(=S)NCc1ccc2c(c1)cc(C)n2C | 1 | 6 | 68* | 6 | 31 | 5 | -1.7 | -2
CCOC(=O)C1=C(CS(=O)(=O)c2ccccc2)NC(=O)NC1c1ccccc1OC (configuration not stated) | -6 | 9 | -1 | 2 | 8 | 19 | 0.3 | -5
O=C(c1ccc(F)cc1)N1CCOC(c2nc(-c3ccc(F)cc3)no2)C1 (configuration not stated) | -1 | -10 | -19 | 13 | 21 | 10 | 0.3 | 11
CCN(c1ccccc1)S(=O)(=O)c1ccc(N)c(OC)c1 | 0 | -27 | 40 | 45 | 10 | -18 | 1.6 | -6
O=C(CCNC(=O)c1ccc([N+](=O)[O-])cc1)NNC(=O)c1ccccc1F | 0 | 9 | -9 | -4 | -9 | 8 | 0.4 | 3
Cn1c(N)c(C(=O)COC(=O)CCc2ccccc2)c(=O)n(C)c1=O | -3 | -2 | 7 | -6 | 15 | 15 | 0.1 | -3
O=C(Nc1nc2ccccc2n1CCN1CCCCC1)c1ccc(Cl)cc1 | 8 | -37 | 8 | -24 | 5 | -3 | 4.6 | -2
O=C(O)c1cccc(S(=O)(=O)Nc2ccccc2Cc2ccccc2)c1 | -5 | 8 | -8 | 11 | 0 | -1 | 1.8 | -1
COC(=O)c1ccc(NC(=O)CN2CCN(c3ccccc3)CC2)cc1 | 0 | 20 | 11 | -1 | 16 | -6 | -0.1 | -5
CCOc1cc(C(=O)CCC(=O)OCC(=O)Nc2ccc(C)c(S(=O)(=O)N(C)C)c2)ccc1O | 1 | 8 | 13 | 9 | 0 | -15 | 0.5 | -2
Cc1cc(C(=O)OCC(=O)N2CC(C)OC(C)C2)c2ccccc2n1 (configuration not stated) | -3 | 13 | -6 | 11 | 0 | -18 | -1.6 | -7
CCCCCNC(=O)c1c[nH]c2ccc(S(=O)(=O)N3CCC4(CC3)OCCO4)cc2c1=O | -1 | 3 | 5 | 22 | 4 | 2 | 5.8 | 2
O=C1CC(Sc2ccc(Cl)cc2)C(=O)N1c1ccc2c(c1)OCCO2 (configuration not stated) | -2 | 0 | -1 | -8 | 38 | 17 | -0.2 | 2
O=c1[nH]n(Cc2ccccc2)c2ccccc12 | -1 | 15 | 0 | 11 | 12 | 14 | 0.8 | -1
CSc1nc(C)c(CCOCc2ccc(F)cc2)c(=O)[nH]1 | 0 | 20 | -13 | 13 | -5 | 2 | 0.6 | -3

The last 3 entries of the section above are carried over, then new ones follow:
SMILES | XBP1 UPR activ | 697 NFkB inh | Mdm2 MdmX PPI | Jurkat NFkB inh | tim23-1 inh | APJ antagonist | CHOP UPR activ | APJ ag
O=C1CC(Sc2ccc(Cl)cc2)C(=O)N1c1ccc2c(c1)OCCO2 (configuration not stated) | -2 | 0 | -1 | -8 | 38 | 17 | -0.2 | 2
O=c1[nH]n(Cc2ccccc2)c2ccccc12 | -1 | 15 | 0 | 11 | 12 | 14 | 0.8 | -1
CSc1nc(C)c(CCOCc2ccc(F)cc2)c(=O)[nH]1 | 0 | 20 | -13 | 13 | -5 | 2 | 0.6 | -3
CC(C)n1cc(CN2CCC(n3nccc3NC(=O)C3CCCC3)CC2)cn1 | -7 | 26 | 16 | -14 | -7 | 0 | -1.1 | -2
CN1CCN(S(=O)(=O)c2ccc(NC(=S)NC(=O)c3ccccc3)cc2)CC1 | 2 | 0 | 12 | -29 | 18 | 18 | 0.5 | -4
COc1ccc2nc(SCC(=O)N(C)C3CCCCC3)[nH]c2c1 | -1 | 15 | 25 | -3 | 18 | 16 | 0.0 | -4
O=C(CCc1ccc(S(=O)(=O)N2CCOCC2)cc1)OCC(=O)c1ccccc1F | 0 | -34 | -37 | -15 | 28 | 0 | 1.6 | -2
CC(C)(C)c1ccc(OCCSc2nc3ccccc3n2CC(=O)O)cc1 | -7 | 19 | 9 | 1 | 8 | 13 | -1.8 | 0
CCC(C)N1CCC2(CC1)N=c1c(c3c4c5c(C)c(O)c3c(O)c1=NC(=O)C(C)=CC=C[C@H](C)[C@H](O)[C@@H](C)[C@@H](O)[C@@H](C)[C@H](OC(C)=O)[C@H](C)[C@@H](OC)C=CO[C@@](C)(O5)C4=O)N2 (some centres not stated) | -5 | 16 | 17 | 13 | 18 | 21 | 0.4 | -3
Cc1ccc(S(=O)(=O)N(Cc2n[nH]c(=S)n2-c2ccccc2)c2ccccc2)cc1 | -4 | -2 | -14 | -6 | 26 | 0 | -2.3 | 1
CN(C)CCNC(=O)C1CC(=O)N(c2ccc(F)c(Cl)c2)C1 (configuration not stated) | -2 | 4 | -11 | 16 | 6 | 18 | 0.1 | -6
COc1ccc(C2C(C(=O)c3ccco3)=C(O)C(=O)N2c2nnc(C)s2)cc1 (configuration not stated) | -1 | -13 | 6 | -21 | 1 | -11 | -1.9 | -1
O=c1c2ccccc2nc2ccc(NCc3ccco3)nn12 | 4 | 5 | 11 | 9 | 1 | 9 | 0.0 | -4
CCOc1ccc(NC(=O)CN(C)C(=O)c2ccc3c(c2)C(=O)N(CCC(C)C)C3=O)cc1OCC | -9 | 17 | 1 | -3 | -4 | 1 | -0.2 | 1
CN1CCN(C(=O)c2cnn3c(C(F)(F)F)cc(-c4cccs4)nc23)CC1 | 0 | -9 | -4 | -17 | -4 | 8 | 1.9 | -5
CC(NS(=O)(=O)c1ccc(Cl)cc1)C(=O)OCC(=O)c1ccc[nH]1 (configuration not stated) | 2 | -12 | 10 | -6 | 11 | -67 | -0.5 | 0
CCN(CC)CC(=O)Nc1cccc(S(=O)(=O)N2CCCC2)c1 | 1 | 17 | -39 | -5 | -2 | -4 | 0.5 | -3
COc1ccc(S(=O)(=O)N2c3ccccc3NC(=O)CC2C)cc1 (configuration not stated) | -4 | 8 | 5 | 5 | -1 | -14 | 1.9 | 10

Complete entries, quoted from the list. Order of values: XBP1 UPR activ	697 NFkB inh	Mdm2 MdmX PPI	Jurkat NFkB inh	tim23-1 inh	APJ antagonist	CHOP UPR activ	APJ ag
CCN(CC)CC(=O)Nc1cccc(S(=O)(=O)N2CCCC2)c1 reads 1	17	-39	-5	-2	-4	0.5	-3
O=C(CCc1ccc(S(=O)(=O)N2CCOCC2)cc1)OCC(=O)c1ccccc1F reads 0	-34	-37	-15	28	0	1.6	-2

Next part:
SMILES | XBP1 UPR activ | 697 NFkB inh | Mdm2 MdmX PPI | Jurkat NFkB inh | tim23-1 inh | APJ antagonist | CHOP UPR activ | APJ ag
CCOc1c(N2CCCCC2)c(=O)c1=O | -3 | 3 | -2 | -7 | 4 | 3 | -3.1 | 2
CCOC(=O)C1CCN(c2cc3c(cc2NC(=O)c2ccccc2OCC)n(C)c(=O)n3C)CC1 | -5 | -13 | 25 | 2 | 30 | -1 | 4.6 | 2
C/C(CC(=O)NC12CC3CC(CC(C3)C1)C2)=N\NC(=O)c1ccc(F)cc1 | 7 | 1 | 17 | 17 | 25 | 6 | 2.5 | 1
COc1ccc(-n2c(SCC(N)=O)nnc2-c2cccnc2)cc1 | 0 | -1 | 17 | 6 | 4 | 15 | -0.6 | -1
COc1ccc(CCCC(=O)Nc2cc(C)ccc2OC)cc1 | 1 | 0 | -3 | 8 | 18 | 8 | 1.6 | 1
Cc1cc(N2CCCCC2)nc(N)n1 | -4 | 11 | 6 | -11 | 1 | 15 | 0.4 | -2
O=C(Nn1c(-c2ccccc2)nc2ccccc2c1=O)C1CCC1 | 3 | 13 | 13 | -3 | 18 | -14 | -0.2 | 2
COc1ccc(OCC(=O)Nc2c(C(=O)N3CCC(N4CCCCC4)CC3)oc3ccccc23)cc1 | -4 | -22 | 16 | -18 | -11 | -11 | -0.1 | -3
COc1ccc(S(=O)(=O)Nc2ccc(C)c(S(=O)(=O)N3CCOCC3)c2)cc1[N+](=O)[O-] | -1 | -4 | 6 | -9 | -4 | -39 | 1.4 | -3
O=c1[nH]snc1-c1c(Cl)cccc1Cl | -1 | 5 | 20 | 11 | -1 | 9 | 0.0 | -5
CC(=O)Nc1ccc(NC(=O)COC(=O)c2ccccn2)cc1 | 0 | 6 | 20 | -7 | 16 | -36 | -0.6 | 0
[O-]/C(=C(\C(=S)NCc1ccco1)[n+]1ccccc1)c1ccccc1Br | -5 | 1 | -12 | -3 | 20 | 19 | 1.6 | -1
Cc1ccccc1OCC(=O)Nc1ccc(N2CCN(C)CC2)c(Cl)c1 | 3 | -42 | 4 | -78 | 6 | -4 | 5.2 | -1
Cc1ccc(/C=C2\CCC(C3CCCC3)C2=O)cc1 (configuration not stated) | -3 | -99 | -20 | -68 | 25 | -11 | 1.5 | -1
CCOc1cc(/C=N/NC(=O)c2ccc(CSc3nncn3C)cc2)ccc1OCC(=O)N1CCOCC1 | 5 | -22 | -20 | -2 | 6 | 17 | 0.9 | -3
CC(=O)N1CCCc2cc(S(=O)(=O)N3CCc4ccccc4C3)ccc21 | 0 | -7 | 14 | 8 | -1 | 12 | -1.8 | 10
O=C(c1ccc2c(c1)OCO2)N1CCC2(CC1)Oc1ccc(Cl)cc1C(=O)C21CC(c2ccc(Cl)cc2)=NO1 (configuration not stated) | -1 | 5 | -14 | 34 | 6 | -3 | 0.4 | 0
O=C(Nc1ccccc1)[C@@H]1CC=C[C@@H]2CCN(C3CCCCC3)C(=O)[C@@H]21 | -2 | 12 | 8 | 10 | 17 | 9 | 2.0 | 1
CCN(CC(=O)Nc1ccc(NC(C)=O)cc1)C(=O)/C=C/c1ccc(C)o1 | -3 | 10 | 15 | 5 | -6 | 9 | 0.9 | -2
COCCNC(=O)/C(C#N)=C/c1ccc(OCc2ccc(F)cc2)cc1 | -2 | 12 | -29 | -29 | 56* | -2 | 2.3 | -2
CCOc1ccc(-c2nnn(CCC(=O)O)n2)cc1OC | 1 | 16 | 6 | 6 | -2 | -9 | 0.6 | -1
Cc1ccc(NC(=S)NNC(=O)c2ccccc2OC(F)F)cc1 | 4 | -56 | 26 | 31 | 17 | 25 | 0.4 | -8
CCN(CC(=O)Nc1c(F)cccc1F)C(=O)COc1ccc2c(c1)CCC2 | -1 | -19 | 11 | -9 | -5 | -17 | 0.4 | -5
CCc1ccc(NC(=O)CNC(=O)c2cn(-c3ccccc3OC)c(=O)c3ccccc23)cc1 | 0 | 23 | -7 | -5 | 12 | -2 | 0.1 | 1
CCN(CC)CCNC(=O)c1ccc2c(=O)n(CCc3ccccc3)c(=O)[nH]c2c1 | 1 | -15 | -4 | -48 | 16 | 12 | 1.2 | 6
Cc1cccc(NC(=O)COC(=O)c2ccc3c(=O)n4c(nc3c2)CCC4)c1 | -1 | 11 | 26 | 4 | 18 | -5 | -1.6 | 0
O=c1[nH]cc(NCCc2ccccc2)c(=O)[nH]1 | 0 | 5 | 12 | 0 | 4 | 12 | 0.2 | -1
Cn1cnnc1SCc1ccc(C(=O)N=Nc2c(O)n(Cc3ccc(Cl)cc3)c3ccccc23)cc1 | 17 | -43 | 30 | -10 | 28 | 8 | 9.9 | 1
CCN(CC(=O)Nc1ccc(OC)cc1)C(=O)Cc1coc2cc(C)c(C)cc12 | 1 | 2 | 24 | -2 | 30 | 8 | 0.0 | -3
CCCCCCCCCCCC(=O)NC(C(=O)O)C(O)c1ccccc1 (configuration not stated) | 0 | 4 | 4 | 3 | 20 | -3 | -0.5 | 1
O=C(CCSc1nnc2scc(-c3ccccc3)n12)Nc1nc(-c2ccccc2)ns1 | -4 | -16 | -29 | 9 | -11 | 11 | 1.9 | -4
